# High-throughput results from PubChem.
# KLF5 inh: suppresses KLF5 promoter-driven expression. AID 1700. inhibition, % at 5 µM. hit rate 0.23% among 290,000. DLD-1 KLF5 promoter-luciferase reporter, luminescence;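 active means inhibition above a per-plate limit of that plate's mean compound inhibition plus 3 SD, cut at about 60% in these data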;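 further: 0% = DMSO wells and 100% = LY294002 at 200 µM; higher means less KLF5 promoter-driven luciferase light; inactives centre near -14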
# GSK3A inh: blocks human GSK-3 alpha kinase; P49840; ADP-Glo luminescence, 60 min; inhibition, % at 10 µM; hit rate 0.1% among 320,000; AID 2650;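 in the data active means inhibition above about 50%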;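 further: GST-tagged GSK-3 alpha with peptide substrate and 25 µM ATP; 0% = DMSO neutral wells and 100% = GW8510 positive control wells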
# Target sequence (P49840 whole entry, looked up): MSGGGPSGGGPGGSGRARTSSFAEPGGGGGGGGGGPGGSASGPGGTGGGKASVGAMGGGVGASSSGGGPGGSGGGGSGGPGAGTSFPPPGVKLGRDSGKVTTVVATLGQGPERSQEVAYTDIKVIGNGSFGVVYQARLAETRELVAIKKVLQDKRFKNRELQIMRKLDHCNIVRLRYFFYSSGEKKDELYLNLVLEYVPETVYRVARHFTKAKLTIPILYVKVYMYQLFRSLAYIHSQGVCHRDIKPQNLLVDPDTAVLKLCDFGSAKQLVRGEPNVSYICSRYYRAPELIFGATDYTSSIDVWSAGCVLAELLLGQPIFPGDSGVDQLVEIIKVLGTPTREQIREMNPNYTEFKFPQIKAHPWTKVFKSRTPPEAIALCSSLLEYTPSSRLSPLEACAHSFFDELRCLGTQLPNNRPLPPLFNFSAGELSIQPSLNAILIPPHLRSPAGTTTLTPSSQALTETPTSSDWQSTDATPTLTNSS
# GSK3beta inhib: blocks human GSK3beta kinase activity; GST-GSK3beta kinase, ADP-Glo luminescence, 60 min; hits give low values; AID 2097; hit rate 0.038% among 300,000; P49841; activity score (negative = inhibition), % at 10 µM;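 active means more than half of replicate wells score below -50%, meaning over 50% inhibition versus plate controls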;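 further: 0% = median DMSO wells and -100% = median GW8510 positive control wells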
# Target sequence (P49841 whole entry, looked up): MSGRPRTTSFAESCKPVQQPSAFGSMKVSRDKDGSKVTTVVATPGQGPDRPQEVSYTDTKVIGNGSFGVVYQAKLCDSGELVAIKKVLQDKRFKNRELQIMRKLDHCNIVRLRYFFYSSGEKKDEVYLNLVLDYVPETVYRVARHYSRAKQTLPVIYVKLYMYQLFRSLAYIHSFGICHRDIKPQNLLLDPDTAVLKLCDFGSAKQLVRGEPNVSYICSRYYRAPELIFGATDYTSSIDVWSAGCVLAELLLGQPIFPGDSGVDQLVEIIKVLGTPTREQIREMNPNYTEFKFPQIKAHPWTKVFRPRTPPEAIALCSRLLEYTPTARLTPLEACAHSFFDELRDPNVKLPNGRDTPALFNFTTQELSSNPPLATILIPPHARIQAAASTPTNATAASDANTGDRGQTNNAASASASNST
#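 test system = GST-tagged human GSK3beta kinase, cell-free | reagent = 25 µM ATP with peptide substrate | dosing = one dose of 10 µM per compound | schedule = 60 min reaction, RT | detection = luminescent ADP-Glo measurement of ADP formed | control set = DMSO neutral wells and GW8510 at 20 µM as positive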
# DYRK1A inh: inhibitors of rat Dyrk1A kinase; Q63470; ADP-Glo luminescence, NFATc1 peptide; inhibition, % at 12.5 µM; hit rate 0.43% among 310,000; in the data active means inhibition above about 50%;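 further: plate controls were vehicle with enzyme for no effect and no enzyme for full effect; many of its hits are not listed in these tables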
# HSF-1 act: increases HSF-1 driven luciferase reporter signal; activation, % at 9 µM; AID 504408; hit rate 1.7% among 300,000; NIH3T3-HGL HSF-1 luciferase reporter, MG132, 8 h; 100% = twice DMSO control signal;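 active means mean replicate activation of at least 50% with a set share of replicates each reaching 50%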;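 further: 0% = median of the neutral control wells and 100% = twice that signal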
# Platelet DG rel: modulates dense granule release in human platelets; human platelet-rich plasma, SFLLRN dense granule ATP release, luminescence; inhibition, %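 (compounds screened at 7.5 µM in platelet-rich plasma)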; hit rate 0.22% among 300,000;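 active means mean replicate score, as percent of positive control, at or above 50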
# HSP90 inh: blocks HSP90-mediated luciferase refolding in reticulocyte lysate | Rabbit reticulocyte lysate, luciferase refolding luminescence, 3 h | inhibition, % at 5.6 µM | hit rate 0.91% among 290,000;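 active means inhibition above the screen-wide mean plus 3 SD, computed separately per campaign, cut at about 16% in these data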;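 further: 0% = DMSO wells and 100% = 60 µM geldanamycin wells; inhibitors lower the luminescence because luciferase stays unfolded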
# aSyn UTR inh: MLPCN primary screen, SNCA 5' untranslated region; alpha-synuclein 5'UTR reporter, inhibitor activity; inhibition, % (tested at 7.5 µM); hit rate 0.82% among 300,000; AID 1813; in the data active means inhibition above about 60%;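 further: H4 neuroglioblastoma cells stably carrying SNCA 5'UTR luciferase fusion; 0% = DMSO wells and 100% = positive control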
# IEC-6 cytotox: IEC-6 cytotoxicity, counter-screen for KLF5 inhibitors. inhibition, % at 5 µM. AID 1825. hit rate 0.78% among 290,000. luminescence viability; in the data active means inhibition above about 22%;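 further: 0% = plate median of test compound wells and 100% = cytotoxic reference compound wells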
# HSF1 inh: HSF1 inhibition | NIH3T3-HGL HSE-luciferase, MG132-induced, luminescence 8 h; hits give low values | activity change, negative = inhibition, % at 7.5 µM (by protocol) | hit rate 0.77% among 300,000;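 active means more than half of replicate wells show activity change below -50%, luminescence cut by over half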;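 further: luciferase reports HSF-1 transcriptional activity via heat shock element; 0% = median of DMSO wells and -100% = zero luminescence signal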
# An asterisk follows results filed as active; nt = not tested or not shown. These rows are one share of the data; the hit share may differ from the screen's.
SMILES,KLF5 inh,GSK3A inh,GSK3beta inhib,DYRK1A inh,HSF-1 act,Platelet DG rel,HSP90 inh,aSyn UTR inh,IEC-6 cytotox,HSF1 inh
CCCCOc1ccc(C(=O)N/C(=C/c2cccc([N+](=O)[O-])c2)C(=O)O)cc1,0.9,-4.8,1.8,3.3,8.8,-1.4,0.9,18.1,1.1,-3.0
Cn1c(CCN2CCOCC2)nc2cc(NC(=O)c3cccs3)ccc21,-20.5,-1.5,1.8,2.1,25.5,12.7,1.4,17.6,-4.3,27.5
O=C(Nc1nc2ccc(S(=O)(=O)N3CCCC3)cc2s1)c1cccs1,-3.1,-1.7,1.4,10.3,-0.4,3.5,0.7,-29.2,-2.5,6.6
CCOC(=O)c1ccc(NC(=O)c2c(NCc3ccccc3)[nH]c(=O)[nH]c2=O)cc1,nt,-1.0,-2.1,nt,-1.4,5.6,nt,-21.2,nt,-5.6
Cc1cccc(-c2noc(-c3ccc(F)cc3)n2)c1,-178.5,nt,-0.1,-9.1,55.0*,3.6,-4.6,-101.2,-2.6,30.2
CC(C)Cn1c(=O)c2c(nc3n2CCS3)n(C)c1=O,-27.7,-4.0,0.0,nt,-4.5,8.8,3.8,-14.8,5.0,-0.8
C=C(C)CCC1(C)NC(=O)N(c2ccccc2)N1 (stereo unspecified),-14.8,-0.9,1.7,0.2,2.0,1.3,1.5,16.9,0.5,-1.2
CCSc1nnc(-c2cc(Br)ccc2NC(C)=O)c(=O)[nH]1,-21.4,-2.7,4.5,0.4,-5.1,-2.3,0.0,-6.7,-1.5,-0.1
Cc1ccc(COCCN2CCN(S(=O)(=O)c3ccccc3)CCC2=O)cc1,nt,-4.8,2.1,0.8,-2.6,4.2,nt,18.3,nt,-7.7
Cc1nnc(-c2ccc(Oc3ccc(Cl)cc3)c([N+](=O)[O-])c2)o1,-25.5,6.5,-6.6,1.0,-4.2,5.7,0.8,17.0,0.5,5.7
CC(C)(C)NC(=O)C(c1ccc(F)cc1)N(CC1CCCO1)C(=O)CCC(=O)Nc1ccccn1 (stereo unspecified),-22.6,-2.9,1.1,2.6,9.8,-0.9,-2.3,-5.2,-5.3,-9.7
Cc1cc(NC(=O)CSc2ccc(Cl)cc2)no1,-25.7,-2.0,3.2,12.0,14.3,5.5,2.2,6.7,-7.1,2.4
O=C(NNC(=O)c1ccc2ccccc2c1O)c1ccccc1Cl,-38.8,0.0,0.9,7.8,-15.1,-8.5,-0.4,2.0,2.6,-7.0
CCOC(=O)C1CCN(C(=O)CSCc2nc(-c3ccc(OCC)cc3)oc2C)CC1,-234.6,3.3,-0.2,-12.4,0.0,2.4,-1.6,31.2,-1.0,-4.3
S=C(NCc1ccco1)N1CCN(c2ccccn2)CC1,-6.2,-0.2,1.1,-1.9,18.4,1.0,-0.1,-28.4,1.2,14.4
CCN1CCN(c2ccc(S(=O)(=O)N3CCCCC3)cc2NC(=O)c2cc3ccccc3o2)CC1,nt,-0.3,-2.7,17.1,17.3,4.3,nt,-24.4,nt,-1.4
CSc1nc(O)cc(=O)n1-c1ccc(F)cc1,-6.3,5.7,1.7,0.8,5.0,-2.6,-0.8,19.8,-0.3,-6.6
O=[N+]([O-])c1ccc(O)c(/C=N\N=C2c3ccccc3-c3ccccc32)c1,-0.5,-2.6,1.2,nt,-12.7,13.4,-2.1,5.9,2.0,-5.4
COc1ccccc1N(CC(=O)NC(C)(C)C)C(=O)C1CSC(=O)C1 (stereo unspecified),-10.5,-0.5,-0.2,-0.2,-4.4,6.7,0.4,-0.8,-1.4,3.2
Cc1ccc(S(=O)(=O)N2CCCCC2CCNC(=O)C(=O)NCc2ccccc2)cc1 (stereo unspecified),nt,nt,1.9,5.1,-2.1,9.0,nt,-30.8,nt,-4.3
Cc1ccc(S(=O)(=O)C2(C(=O)N(C)C3CCCCC3)CC2)cc1,-7.7,-2.0,1.0,7.7,0.1,1.3,-4.7,25.4,4.5,2.0
O=C(c1ccncc1)N1CCc2ccccc2C1,-11.8,-1.0,1.9,-1.7,5.2,-2.4,-3.3,14.5,-1.8,-1.2
CCOC(=O)Cn1nc(-c2ccc(F)cc2)cc(Cc2ccccc2)c1=O,-31.8,-1.5,2.2,0.6,10.6,12.2,1.4,12.6,5.8,3.9
CC1=C(C(=O)OC2CCCCC2)C(c2cccs2)n2c(nc3ccccc32)N1 (stereo unspecified),-4.9,-1.1,-3.9,-7.3,-14.7,0.2,-0.9,36.6,4.6,0.5
CC(=O)N1c2ccc(S(=O)(=O)N3CCC(C(=O)Nc4cccc(Cl)c4)CC3)cc2CC1C (stereo unspecified),-1.0,-1.6,0.2,-3.8,27.9,-15.1,-2.4,25.3,9.5,0.1
# (more compounds)
SMILES,KLF5 inh,GSK3A inh,GSK3beta inhib,DYRK1A inh,HSF-1 act,Platelet DG rel,HSP90 inh,aSyn UTR inh,IEC-6 cytotox,HSF1 inh
Cc1ccccc1NC(=S)NCC(c1cccnc1)N(C)C (stereo unspecified),-32.9,-0.2,2.2,-5.2,14.5,-1.7,-1.9,6.4,1.5,1.0
CCCOc1ccc(C2c3c(oc4ccccc4c3=O)C(=O)N2CCN(CC)CC)cc1OC (stereo unspecified),-65.1,-0.6,2.4,15.3,1.6,-7.2,-1.6,-22.6,-9.2,7.5
CCCc1cc(C(=O)Nc2cccnc2Cl)no1,-37.9,-1.5,0.4,-1.9,30.4,5.5,0.5,-34.8,-3.2,7.7
O=C(NCc1ccc2c(c1)OCO2)c1cc(-c2ccccn2)nc2ccccc12,4.7,-4.9,-1.0,-2.0,6.9,7.8,-0.5,13.3,-2.8,5.1
O=[N+]([O-])c1ccc(O)c(Nc2ncnc3ccc(Br)cc23)c1,-34.3,-3.3,3.6,1.7,7.3,-5.2,-3.1,-16.8,4.6,-5.3
Cn1c(/C(C#N)=C(\O)c2ccc([N+](=O)[O-])cc2)nc2ccccc21,-50.3,-2.5,1.8,-8.1,-7.9,-2.8,-2.5,-34.2,-3.0,-2.5
CCCC(=O)N=C1SC2CS(=O)(=O)CC2N1c1ccc(CC)cc1 (stereo unspecified),-1.0,nt,0.8,-6.8,10.8,-0.4,-4.6,0.9,3.9,-5.7
O=C(COC(=O)C1CCC1)NCc1ccccc1Cl,-13.5,0.2,2.2,-1.7,6.0,5.4,-0.2,15.5,-5.3,-3.3
COc1ccc(CCCNC(=O)C2CCC(=O)N(CCCN3CCCC3=O)C2)cc1 (stereo unspecified),-21.3,6.3,-0.7,-3.9,20.6,10.8,-2.2,-5.9,1.4,12.5
Cc1cc(NC(=O)CSc2nnc(Cc3ccccc3)n2C)no1,-42.2,-0.1,0.1,-11.6,0.8,6.2,-3.3,5.7,-6.8,4.9
Cc1ccc(SC(C)C(=O)Nc2cccnc2)cc1 (stereo unspecified),-18.0,-5.6,-4.0,-1.7,-6.7,2.7,-4.1,-17.8,1.7,-9.7
Cc1c(C(=O)Nc2ccncc2)oc2ccccc12,2.9,-2.2,-4.0,-3.8,10.7,0.8,-0.3,-51.9,4.1,6.4
N/C(Cc1ccc(Cl)cc1Cl)=N\OC(=O)c1ccc(Br)o1,-12.0,1.4,-4.3,-5.3,-24.0,-3.0,7.4,0.0,2.4,-14.1
Cn1nc(C(=O)OCC(=O)Nc2ccc3ccccc3c2)c2ccccc2c1=O,-27.6,-1.0,0.4,nt,3.7,-1.5,-0.8,-3.5,-8.4,-1.6
COc1cc(S(=O)(=O)Nc2ccccc2C)ccc1Cl,-8.8,-1.2,3.1,5.3,0.6,-0.4,-0.8,12.7,-3.1,-1.4
COc1ccc(N(C(=O)c2ccncc2)S(=O)(=O)c2ccccc2)cc1,-4.0,-0.8,0.3,nt,7.5,15.2,-1.4,-15.0,-0.6,-6.8
COc1ccc(CC(=O)NNC(=O)c2c(-c3ccccc3Cl)noc2C)cc1OC,-9.8,-5.9,-5.7,-5.6,-16.9,11.1,-5.0,2.8,1.8,-11.9
COc1ccccc1C/C(N)=N/OC(=O)/C=C/c1ccccc1,-43.5,0.6,0.6,8.6,16.6,10.9,2.3,-17.1,2.0,4.0
CN1CCN(S(=O)(=O)c2cccc(C(=O)Nc3ccccc3N3CCOCC3)c2)CC1,-1.1,0.9,5.9,nt,0.9,3.2,-0.3,11.8,-5.7,-4.3
CCOc1cc(S(=O)(=O)Nc2cc(C)cc(C)c2)ccc1Cl,-29.2,-0.5,4.6,1.0,9.3,-15.2,0.3,2.6,-4.4,12.5
O=C(c1csc2c1CCCC2)N1CCN(c2cccc(C(F)(F)F)c2)CC1,-4.9,-1.0,-0.6,2.6,3.3,1.0,-2.1,22.8,-3.5,-4.4
CS(=O)(=O)N(CC(=O)N1CCc2ccccc2C1)c1ccc(Cl)cc1F,1.1,-1.3,-1.5,-2.5,15.0,-7.9,2.9,-1.3,-1.5,1.8
COc1ccc(S(=O)(=O)N2CCOC2CNC(=O)C(=O)NCc2ccccn2)cc1 (stereo unspecified),-13.1,-2.0,-0.3,-9.7,-11.6,-12.9,0.0,13.7,-2.1,-1.7
Cc1ccc(-c2nnc(C)c(N3CCOCC3)n2)cc1,-11.5,-0.9,2.4,7.8,2.8,1.1,0.5,10.8,2.8,-5.1
CCOC(=O)c1ccccc1NC(=O)COC(=O)C1CCCC1,nt,0.0,-0.9,8.4,4.2,1.4,nt,-1.5,nt,-3.1

# Entries listed above marked active in HSF-1 act:
mol	KLF5 inh	GSK3A inh	GSK3beta inhib	DYRK1A inh	HSF-1 act	Platelet DG rel	HSP90 inh	aSyn UTR inh	HSF1 inh
Cc1cccc(-c2noc(-c3ccc(F)cc3)n2)c1	-178.5	nt	-0.1	-9.1	55.0*	3.6	-4.6	-101.2	30.2

# Next results:
SMILES,KLF5 inh,GSK3A inh,GSK3beta inhib,DYRK1A inh,HSF-1 act,Platelet DG rel,HSP90 inh,aSyn UTR inh,IEC-6 cytotox,HSF1 inh
C=CCCCCCCCCC(=O)Nc1ncccn1,-2.0,-3.3,2.5,13.2,25.4,-1.0,-2.2,-19.4,-0.1,1.6
CN(C)CCCNC(NC(=O)c1cccs1)C(Cl)(Cl)Cl (stereo unspecified),-1.8,-0.9,3.2,-8.4,33.7,-10.5,2.3,-7.9,3.6,0.3
O=C(Nc1ccc(Nc2ccccc2)cc1)c1cccc(F)c1,-123.2,2.4,-0.4,-1.3,66.9*,-0.7,-8.7,-265.2,2.5,41.1
O=S(=O)(c1ccc(Cl)cc1)N1CCC(N2CCCCCC2)CC1,-32.8,-0.4,-1.7,1.2,-3.7,12.7,0.7,24.6,-1.6,-5.3
O=C(COc1ccc2c3c(c(=O)oc2c1)CCC3)N[C@@H](Cc1ccccc1)C(=O)O,-22.8,-5.7,0.3,0.0,-10.4,6.5,0.5,-5.1,-1.5,0.0
Cc1nn(-c2ccccc2)c(N2CCCC2)c1/C=N/NC(=S)Nc1ccc(F)cc1,nt,-1.4,-1.0,1.0,27.6,3.0,nt,7.6,nt,9.7
COc1ccc2nc(C)c3c(c2c1)OC(C(C)(Cl)Br)C3 (stereo unspecified),-15.8,1.0,-0.4,79.1*,-0.5,9.2,-7.5,0.7,-2.5,-6.8
CCn1nc(C(=O)OCc2cccc(S(=O)(=O)N(C)C)c2)c2ccccc2c1=O,16.9,-0.5,1.8,nt,18.6,0.5,1.1,1.5,-5.1,10.3
CCC(CC)C(=O)c1c[nH]c(C(=O)NCc2ccco2)c1,-27.6,2.0,0.9,-6.6,4.6,-4.3,-2.0,15.6,-1.6,-15.8
